JMJD2E inh – blocks human JMJD2E demethylase activity. B2RXH2. JMJD2E catalytic domain, FDH-coupled NADH fluorescence (FDH is formaldehyde dehydrogenase). Potency, µM (titrated, usually from 57.1 µM), for the others: top-dose activity change, negative = inhibition, usual class: inhibitors. actives 1.6% (n = 230,000). AID 2147; active means well fitted inhibition curve with a large enough effect, not every such curve was filed as active; inconclusive means small, poorly fitted or top-dose-only effect, or another doubt; inactive means no such curve, though single readings can be large or run the other way;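 further: 0% = wells with enzyme and -100% = buffer wells without enzyme; nearly all actives have a fitted effect of over 50% in size; many of its hits are not listed in these tables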
Target sequence (B2RXH2 1-337 limits assumed): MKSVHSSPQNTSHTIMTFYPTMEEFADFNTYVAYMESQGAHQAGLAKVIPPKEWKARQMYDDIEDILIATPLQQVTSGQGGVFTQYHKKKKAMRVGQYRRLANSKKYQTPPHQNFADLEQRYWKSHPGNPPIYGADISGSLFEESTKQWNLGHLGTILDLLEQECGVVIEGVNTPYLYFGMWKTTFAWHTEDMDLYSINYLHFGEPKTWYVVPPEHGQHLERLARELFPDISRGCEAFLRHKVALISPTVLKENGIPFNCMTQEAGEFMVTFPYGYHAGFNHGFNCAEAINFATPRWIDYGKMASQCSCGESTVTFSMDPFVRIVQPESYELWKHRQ
ALDH1A1 block – blocks purified human ALDH1A1 activity; Purified ALDH1A1, NADH fluorescence, propionaldehyde substrate; P00352; Potency, µM (series often up to 75.3 µM), for the others: top-dose activity, negative = inhibition, hits mostly inhibitors; AID 1030; actives 7.3% (n = 220,000); active means well fitted inhibition curve with a large enough effect, not every such curve was filed as active; inconclusive means small, poorly fitted or top-dose-only effect, or another doubt; inactive means no such curve, though single readings can be large or run the other way;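 further: plate controls were no enzyme wells and a reference inhibitor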
Target sequence (P00352 whole entry, looked up): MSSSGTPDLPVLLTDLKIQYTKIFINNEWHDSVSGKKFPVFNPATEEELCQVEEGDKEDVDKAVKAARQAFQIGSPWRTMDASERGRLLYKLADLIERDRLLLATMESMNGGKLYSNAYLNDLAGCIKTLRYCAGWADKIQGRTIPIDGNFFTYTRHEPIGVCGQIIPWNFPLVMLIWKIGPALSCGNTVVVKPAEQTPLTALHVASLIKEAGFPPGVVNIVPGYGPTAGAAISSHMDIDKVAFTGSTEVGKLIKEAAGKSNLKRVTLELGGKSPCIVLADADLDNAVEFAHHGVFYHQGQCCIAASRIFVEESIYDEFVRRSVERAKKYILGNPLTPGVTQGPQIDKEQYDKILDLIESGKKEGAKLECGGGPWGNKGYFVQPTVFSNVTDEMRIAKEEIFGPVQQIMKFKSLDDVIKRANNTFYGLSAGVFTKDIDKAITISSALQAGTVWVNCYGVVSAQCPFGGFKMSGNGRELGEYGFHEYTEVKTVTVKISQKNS
SMN2 splice up – enhancers of SMN2 splice variant expression | actives 2.8% (n = 210,000) | AID 1458 | Potency, µM (highest dose often 46.1 µM), for inactives: at the highest dose activity change, positive = activation, usual class: activators | HEK293 SMN2-luciferase splicing reporter, luminescence, 30-36 h; further: % of control where 0% means no effect; nearly all actives have a fitted effect of over 55% in size
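HEK293 cells carry an SMN2 […]–luciferase reporter in which exon 7 inclusion puts luciferase in frame. Cells were plated 10-12 h before compound addition, then incubated 30-36 h at 37C. ONE-Glo luminescence was read; sodium butyrate at 4.5 mM final served as control.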
HTT aggregate – reduces HttQ103-GFP aggregates in PC12 cells | PC12 HttQ103-GFP aggregates, Acumen cytometry, 40 h | Potency, µM (highest dose often 46.1 µM), for the others: top-dose activity change, negative = inhibition, actives largely listed as inhibitors | actives 1.1% (n = 220,000); further: on the % scale 0 is the no-effect control and ±100 the full control effect; nearly all actives have a fitted effect of over 60% in size
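Using laser scanning cytometry, GFP-positive aggregates were counted after lysis of PC12 cells induced with 100 nM tebufenozide to express HTT exon 1 Q103–GFP. Compounds were tested in titration.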
Tau ThT inhib – blocks human tau fibril formation measured by thioflavin T; actives 2.1% (n = 270,000); Potency, µM (doses to about 57.4 µM), for the others: top-dose activity, negative = inhibition, most hits filed as inhibitors; recombinant tau K18 P301L, heparin-induced fibrillization, ThT fluorescence; further: on the % scale 0 is the no-effect control and ±100 the full control effect; nearly all actives have a fitted effect of over 55% in size
Target sequence (P10636 561-689 P618L limits assumed): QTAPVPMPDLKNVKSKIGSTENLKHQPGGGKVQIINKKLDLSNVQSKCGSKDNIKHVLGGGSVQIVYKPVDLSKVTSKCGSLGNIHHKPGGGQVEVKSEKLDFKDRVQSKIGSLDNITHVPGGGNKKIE
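Fibril formation assay: tau K18 P301L at 15 uM with trace Alexa 594 label, heparin inducer 20 uM, pH 7 sodium acetate buffer, 37 C for 6 hr; endpoint ThT signal.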
HTT ATP protect – Huntington cell model cytoprotection by ATP luminescence; PC12 HTT-Q103 induced, cytoprotection, ATP luminescence, 40 h; AID 1471; Potency, µM (highest dose often 56.4 µM), inactives show cytoprotection (ATP increase), actives largely listed as activators; actives 0.14% (n = 230,000);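 further: % of control where 0% means no effect; nearly all actives have a fitted effect of over 45% in size; toxic huntingtin expression switched on by the ecdysone agonist tebufenozide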
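ATP quantification (ATPlite) reports survival of PC12 cells in which tebufenozide, 100 nM final, switches on Htt exon 1 with 103 glutamines linked to GFP; compounds are titrated.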
Tau fibril FP – tau fibrillization inhibition (FP) | actives 0.39% (n = 280,000) | Potency, µM (series often up to 57.7 µM), without a hit: at the highest dose activity, negative = inhibition, actives largely listed as inhibitors | P10636 | AID 1468 | K18 P301L tau heparin fibrillization, Alexa594 FP, 6 h; further: on the % scale 0 is the no-effect control and ±100 the full control effect; nearly all actives have a fitted effect of over 55% in size
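FP of Alexa 594-tau after heparin (20 uM) induction. Substrate: human K18 P301L, 15 uM unlabeled, 0.24 uM labeled. Buffer 100 mM sodium acetate pH 7. 6 hr, 37 C.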
Tau fluor cs – counter-screen for tau fibril formation inhibitors. Potency, µM (doses to about 57.7 µM), for inactives: top-dose activity change, negative = decrease. actives 0.93% (n = 280,000). tau K18 P301L Alexa594 fluorescence, heparin fibrillization; further: on the % scale 0 is the no-effect control and ±100 the full control effect; nearly all actives have a fitted effect of over 55% in size
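Human tau K18 P301L (15 uM unlabeled, 0.24 uM Alexa 594-labeled) in 100 mM sodium acetate pH 7 with 20 uM heparin, 6 hr at 37 C. ThT 30 uM added, 1 hr ambient; Alexa 594 FP and total fluorescence read at 555/632 nm.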
* marks the source's active call; other numbers are inactive results; ? = inconclusive; . = not tested or not shown; & = joins results of further samples; [ ] = dose if it differs, or a comment. Unless noted, the call rests on the fitted dose curve; in most records, active means well fitted curve in the direction sought with a large enough effect; inconclusive means small, poorly fitted or top-dose-only effect, or another doubt; inactive means no such curve, though single readings can be large; an effect the other way counts as inactive or inconclusive. Potency means the concentration at half of the fitted maximal effect. These rows are one share of the data, so the mix of outcomes need not match the whole.

Order of results – JMJD2E inh | ALDH1A1 block | SMN2 splice up | HTT aggregate | Tau ThT inhib | HTT ATP protect | Tau fibril FP | Tau fluor cs
1: CC1(C)CC2CC(C)(CN2C(=S)NC(=O)c2ccccc2Cl)C1 (stereo not given)
→ -6% | -12% | . | -8% | -3% | 20%[10 µM] | 1% | -3%
2: CCc1nnc(NC(=O)C2CCCN(S(=O)(=O)c3ccccc3)C2)s1 (stereo not given)
→ -2% | -5% | 2% | 3% | -6% | 25% | 5% | -7%
3: CCC(=O)Nc1ccc(C(=O)N/N=C/c2ccccc2[N+](=O)[O-])cc1
→ -18% | 28µM* | 13% | -3% | ? | -19% | 5% | 6%
4: CN(C)Cc1nc2ccccc2c(=O)n1Cc1nc(C(C)(C)C)cs1
→ -24% | 0% | -24% | -31% | -9% | 20% | -3% | -7%
5: O=C(O)C1=C[C@H](c2ccc(Br)cc2)C[C@H](OCCCCO)O1
→ -2% | 0% | . | -11%[9.22 µM] | -7% | 1%[10 µM] | 8% | 6%
6: CCOc1ccc(C(C(=O)NC2CCCCC2)N(C(=O)Cc2cccs2)c2ccc(-n3cnnn3)c(OC)c2)cc1 (stereo not given)
→ -3% | ? | 5% | -2% | -3% | 5%[10 µM] | -3% | 4%
7: COc1ccc(O)c(/C=N/c2sc(C)c(C)c2C#N)c1
→ -21% | 10µM* | 24% | 28% | ? | -20% | -11% | -21%
8: COc1ccc([N+](=O)[O-])cc1NC(=O)/C=C/C(=O)O
→ -3% | -6% | -7% | -5% | 2% | . | 8% | 11%
9: CC(C)CNC(=O)CCCc1c[nH]c2ccccc12
→ -5% | -2% | 5% | 16% | -1% | -2% | 5% | -8%
10: COc1cc2oc(=O)cc(-c3cccc(-c4ccc(C(F)(F)F)cc4)c3)c2c(OC)c1OC
→ . | ? | . | . | -13% | . | 2% | -19%
11: CCN(C(=O)Cn1nc(Cc2ccncc2)c2ccccc2c1=O)c1cccc(Cl)c1
→ . | . | 8% | . | -5% | . | -3% | -10%
12: Cn1nc(C(F)(F)F)c(C(=O)Nc2ccc(F)cc2F)c1Sc1cccc(C(F)(F)F)c1
→ -3% | -2% | 13% | -12% | 5% | -4% | -4% | -20%
13: COc1ccc(CNC(=O)C2CCCN(S(=O)(=O)c3cnc[nH]3)C2)cc1 (stereo not given)
→ -5% | 6% | -4% | 7% | -7% | -24% | -1% | -2%
14: C/C(=N\NC(=O)c1nn(C)c(C)c1Br)c1ccc(NC(=O)c2ccc(C)s2)cc1
→ -4% | ? | . | 0%[9.22 µM] | ? | -1%[10 µM] | -6% | -3%
15: Cc1ccnc(NC(=O)c2sc3ccccc3c2Cl)c1
→ -1% | 8% | 3.2µM* | 2% | -10% | -77%[inhibitor][10 µM] | -3% | 1%
16: O=C(Nc1ccc(O)c2c(=O)cc(-c3ccccc3Cl)oc12)c1ccc(Cl)cc1Cl
→ -3% | . | . | 16%[9.22 µM] | -7% | 33%[10 µM] | -11% | -14%
17: Cc1cc(C)c2cc(C#N)c(NCCCNC(=O)CCC(=O)O)nc2c1
→ ? | ? | -4% | 2% | -4% | -14%[10 µM] | 7% | 1%
18: CC(=O)N(Cc1ccccc1)c1nc(-c2ccccc2)cs1
→ 5% | -3% | . | 14%[9.22 µM] | 3% | -8%[10 µM] | 4% | -20%
19: O=C(Cn1nnc(-c2ccc3c(c2)OCO3)n1)NCc1ccco1
→ -13% | 3% | 20% | 11% | 1% | -2% | 14% | -4%
20: COc1ccccc1NC(=O)Cn1c(=O)n(-c2ccccc2)c(=O)c2oc3ccccc3c21
→ -15% | -4% | 7% | -12% | -15% | -8%[10 µM] | 2% | -12%

Order of results – JMJD2E inh | ALDH1A1 block | SMN2 splice up | HTT aggregate | Tau ThT inhib | HTT ATP protect | Tau fibril FP | Tau fluor cs
21: CC(C)(C)c1ccc(-c2csc(NC(=O)CN3C(=O)NC4(CCCCC4)C3=O)n2)cc1
→ ? | ? | -58%[inhibitor] | 7% | -12% | -39%[inhibitor] | 1% | -14%
22: COc1ccc(C(=O)N(Cc2ccco2)Cc2ccccc2F)cc1Cl
→ . | . | -37%[inhibitor] | . | ? | . | 0% | -18%
23: Cc1ccc2cccc(Oc3ncnc4scc(-c5ccc(Cl)cc5)c34)c2n1
→ 3% | -2% | -24% | -14% | -3% | -3%[10 µM] | 6% | -8%
24: Cc1[nH]c2ccccc2c1C(c1ccccn1)N1CCCC1 (stereo not given)
→ -2% | -11% | 11% | 13% | ? | -28% | -4% | ?
25: C=Cc1ccc(Cn2c(=O)n(-c3cccc(Cl)c3)c(=O)c3c4c(sc32)CN(C(C)=O)CC4)cc1
→ . | . | 11% | . | ? | . | ? | 6%
26: COc1ccc(C(=O)Nc2cnn(Cc3ccc(Cl)cc3)c2)cc1OC
→ 2% | -6% | -58%[inhibitor] | 10% | -5% | . | -7% | -22%
27: O=C(CSc1oc(-c2cccs2)nc1S(=O)(=O)c1ccccc1)NC1CCCCC1
→ ? | ? | ? | 7% | ? | -13% | -3% | ?
28: O=C1OCc2ccc(NS(=O)(=O)c3ccc(C(F)(F)F)cc3)cc21
→ 6% | . | . | 10%[9.22 µM] | . | -5%[10 µM] | 0% | -5%
29: COc1cc(OC)c(C(=O)OCC(=O)NCCc2ccccc2)cc1OC
→ -19% | -3% | 16% | 8% | -11% | -37%[inhibitor] | -3% | -10%
30: O=C(NCc1ccncc1)c1ccc(Br)o1
→ -1% | 3.5µM* | -5% | 13% | -13% | 1% | -1% | -3%
31: CN(C)c1ccc(-c2nc3cnccn3c2Nc2cccc(C(F)(F)F)c2)cc1
→ . | . | 2% | . | -16% | . | 7% | ?
32: Cc1ccc(-c2ccc(/C=N/N=C3/NC(=O)C(CC(=O)O)S3)o2)c([N+](=O)[O-])c1 (stereo not given)
→ -8% | -4% | 21% | -6% | 10µM* | -11% | ? | -23%
33: COc1ccc(CN(CC(=O)NC2CCCC2)C(=O)c2onc(C(N)=O)c2N)cc1
→ -4% | -13% | -9% | 9% | 1% | 23% | -3% | 4%
34: C=CCOC(=O)C1=C[C@@H](c2coc3ccccc3c2=O)[C@H](CCCO)[C@@H](OCC)O1
→ -2% | 9% | . | 6%[9.22 µM] | -10% | 17%[10 µM] | 0% | 0%
35: COc1ccc(-c2nnc(NC(=O)Cc3ccccc3)s2)c(OC)c1
→ ? | ? | . | 1%[9.22 µM] | 4% | 3%[10 µM] | -21% | 2%
36: Cc1ccccc1C(=O)N1CC(=O)Nc2ccc(Cl)cc2C1c1ccccc1 (stereo not given)
→ . | . | 5% | . | -8% | . | -6% | -14%
37: CC(C)CNS(=O)(=O)c1ccc(CCC(=O)N2CCN(Cc3ccccc3)CC2)cc1
→ -7% | ? | -34%[inhibitor] | -24% | -1% | 9% | 5% | 0%
38: Cc1ccc(CSc2ncnc3c2cnn3Cc2ccccc2)cc1C
→ 1% | -6% | -23% | -6% | -7% | -2% | 3% | -7%
39: CCCN(C(=O)c1cc2c(=O)[nH]c3ccc(C)cc3c2s1)c1ccc(CC)cc1
→ . | . | 2% | . | -4% | . | -1% | -4%
40: CC1=CC(C/C(C)=C/COc2ccc3ccc(=O)oc3c2)OC1=O (stereo not given)
→ ? | . | . | 16%[9.22 µM] | ? | 16%[10 µM] | 3% | -12%

Order of results – JMJD2E inh | ALDH1A1 block | SMN2 splice up | HTT aggregate | Tau ThT inhib | HTT ATP protect | Tau fibril FP | Tau fluor cs
41: CCN1CCN(C(=O)CN(C)S(=O)(=O)c2ccc(OC)c(C)c2)CC1
→ 6% | -6% | -4% | -3% | -5% | 9% | -3% | -1%
42: O=C1c2[nH]nc(-c3ccccc3O)c2C(c2ccc(F)cc2)N1Cc1ccco1 (stereo not given)
→ -23% | -14% | 3% | ? | ? | -34% | -5% | ?
43: O=C(Nc1nc2c(s1)CCCC2)c1ccc(S(=O)(=O)N2CCCc3ccccc32)cc1
→ ? | 4% | -21%[1.84 µM] | -30% | 0% | -30%[10 µM] | -5% | -26%
44: O=C(O)CCCC(=O)N1CCc2cc(S(=O)(=O)NCc3ccccc3)ccc21
→ -1% | -1% | 1%&-13% | -6% | -13%&-10% | -11% | 1%&2% | 1%&-3%
45: CC(OC(=O)c1cc2sccc2n1C)C(=O)NCC1CCCO1 (stereo not given)
→ -1% | 0% | . | 1% | 8% | -17%[10 µM] | 0% | 7%
46: CC1CN(Cc2ccc(Cl)cc2Cl)CC(C)O1 (stereo not given)
→ ? | -9% | 4% | -10% | -6% | 1% | 4% | -3%
47: Cc1ccc(Cn2c3ccccc3c3cn[nH]c(=O)c32)cc1
→ ? | ? | -3% | 0% | -4% | 11% | -1% | 0%
48: CCOC(=O)C1CCCN(CC(=O)Nc2c(C(=O)OC)[nH]c3ccc(Cl)cc23)C1 (stereo not given)
→ ? | ? | 25% | 4% | -15% | 9%[0.074 µM] | ? | ?

An excerpt from above in order of length of the SMILES, high to low:
Order of results – JMJD2E inh | ALDH1A1 block | SMN2 splice up | HTT aggregate | Tau ThT inhib | HTT ATP protect | Tau fibril FP | Tau fluor cs
48: CCOC(=O)C1CCCN(CC(=O)Nc2c(C(=O)OC)[nH]c3ccc(Cl)cc23)C1 (stereo not given)
→ ? | ? | 25% | 4% | -15% | 9%[0.074 µM] | ? | ?
39: CCCN(C(=O)c1cc2c(=O)[nH]c3ccc(C)cc3c2s1)c1ccc(CC)cc1
→ . | . | 2% | . | -4% | . | -1% | -4%
42: O=C1c2[nH]nc(-c3ccccc3O)c2C(c2ccc(F)cc2)N1Cc1ccco1 (stereo not given)
→ -23% | -14% | 3% | ? | ? | -34% | -5% | ?
41: CCN1CCN(C(=O)CN(C)S(=O)(=O)c2ccc(OC)c(C)c2)CC1
→ 6% | -6% | -4% | -3% | -5% | 9% | -3% | -1%
47: Cc1ccc(Cn2c3ccccc3c3cn[nH]c(=O)c32)cc1
→ ? | ? | -3% | 0% | -4% | 11% | -1% | 0%
45: CC(OC(=O)c1cc2sccc2n1C)C(=O)NCC1CCCO1 (stereo not given)
→ -1% | 0% | . | 1% | 8% | -17%[10 µM] | 0% | 7%
46: CC1CN(Cc2ccc(Cl)cc2Cl)CC(C)O1 (stereo not given)
→ ? | -9% | 4% | -10% | -6% | 1% | 4% | -3%

Compound activity as filed in PubChem BioAssay.
